Screening data from PubChem.
NPR1 activator = GC-A (human) enzyme activation; P16066; HEK293 GC-A cells, cGMP TR-FRET, EC30 ANP; 0% at EC30 ANP, 100% saturating ANP; activation, % at 10 µM; hit rate 0.14% among 370,000; AID 1671463; in the data active means activation above about 40%
Target sequence (P16066 whole entry, looked up): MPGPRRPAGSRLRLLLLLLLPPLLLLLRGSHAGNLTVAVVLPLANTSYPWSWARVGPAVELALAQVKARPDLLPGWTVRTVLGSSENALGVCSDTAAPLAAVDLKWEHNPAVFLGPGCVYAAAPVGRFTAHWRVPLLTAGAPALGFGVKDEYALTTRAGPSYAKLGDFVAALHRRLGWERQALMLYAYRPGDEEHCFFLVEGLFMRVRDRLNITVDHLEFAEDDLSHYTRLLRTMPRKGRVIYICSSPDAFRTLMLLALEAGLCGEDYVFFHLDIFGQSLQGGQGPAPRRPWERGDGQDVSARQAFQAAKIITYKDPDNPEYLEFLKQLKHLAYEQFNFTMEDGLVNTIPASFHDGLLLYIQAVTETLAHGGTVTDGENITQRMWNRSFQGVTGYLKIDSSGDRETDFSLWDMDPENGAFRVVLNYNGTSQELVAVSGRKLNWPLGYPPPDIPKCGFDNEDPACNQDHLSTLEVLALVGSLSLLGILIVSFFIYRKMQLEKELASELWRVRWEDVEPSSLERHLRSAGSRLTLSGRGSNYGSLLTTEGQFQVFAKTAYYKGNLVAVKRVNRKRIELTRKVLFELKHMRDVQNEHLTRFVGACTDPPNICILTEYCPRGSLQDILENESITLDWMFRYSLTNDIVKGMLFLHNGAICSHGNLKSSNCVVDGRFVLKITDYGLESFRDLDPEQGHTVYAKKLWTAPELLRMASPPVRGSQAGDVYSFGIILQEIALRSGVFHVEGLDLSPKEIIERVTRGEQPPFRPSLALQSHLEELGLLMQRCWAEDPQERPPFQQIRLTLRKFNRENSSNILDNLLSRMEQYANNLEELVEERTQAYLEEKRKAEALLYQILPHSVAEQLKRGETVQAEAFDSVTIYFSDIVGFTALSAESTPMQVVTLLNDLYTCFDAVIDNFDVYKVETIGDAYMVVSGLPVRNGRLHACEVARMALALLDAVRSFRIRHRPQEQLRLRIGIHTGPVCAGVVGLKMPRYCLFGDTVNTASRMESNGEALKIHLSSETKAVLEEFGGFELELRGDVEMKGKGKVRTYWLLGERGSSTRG
hcDAF12 agonist = activates DAF-12 receptor from parasite H. contortus; activation, % at 6.8 µM; hit rate 1.4% among 370,000; HEK293 hcDAF-12 lit1-tk-luc reporter, luminescence; 0% DMSO, 100% Δ7-dafachronic acid;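 active means activation above the mean of all tested compounds plus 3 SD, cut at about 5.5% in these data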;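 further: 100% = response to 3 µM Δ7-dafachronic acid high control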
sPLA2-III inh = Inhibits HGIII-sPLA2 liposome hydrolysis, primary screen; inhibition, % at 12.2 µM; Q9NZ20; hit rate 0.56% among 370,000; QFRET BODIPY PC-A2 liposome hydrolysis, fluorescence;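 active means inhibition above mean plus 3 SD of compounds lying within the high and low control bounds, cut at about 19% in these data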;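 further: 0% = median of test compound wells and 100% = no enzyme DMSO wells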
DAX1 inh-1 = NR0B1 (DAX1) inhibition; inhibition, % at 6.75 µM; AID 504766; HEK293 Gal4-DAX1 luciferase reporter, luminescence; hit rate 0.99% among 340,000; P51843;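 active means inhibition above the mean over all tested compounds plus 3 SD, cut at about 4.2% in these data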;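 further: 0% = DAX1-transfected cells with DMSO and 100% = empty-vector control cells with DMSO; inhibition shows as a rise in luminescence from relieved DAX1 repression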
GAA850 FXN act = increases GAA850 frataxin promoter reporter activity; HEK293 lucGAA850 FXN promoter luciferase reporter, 24 h; percent of 10 µM SAHA response; activation, % at 6 µM; AID 540364; hit rate 0.56% among 360,000;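 active means activation above the average of all compounds screened plus 3 SD, cutoff fixed separately per campaign, cut at about 7.5% in these data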;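 further: 0% = DMSO wells and 100% = 10 µM SAHA wells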
SMARCA2 act = SMARCA2 function activation, primary screen. MG213 cells, MMTV-luciferase reporter, dexamethasone, overnight. activation, % at 9.1 µM. hit rate 1% among 370,000. AID 652017; in the data active means activation above about 7.8%;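 further: 0% = vehicle wells and 100% = reference activator wells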
DAX1 inh-2 = blocks DAX1 repression of SF-1 activated StAR promoter; AID 652010; hit rate 1.1% among 370,000; inhibition, % at 6.8 µM; HEK293T StAR-luciferase reporter, SF-1/DAX-1 repression relief;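 active means inhibition above the mean over all tested compounds plus 3 SD, cut at about 3.6% in these data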;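 further: 0% = DAX-1 cells with DMSO and 100% = cells lacking DAX-1 with DMSO; higher inhibition means more luminescence from relief of DAX-1 repression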
GC-B act = GC-B (human) receptor activation; hit rate 0.11% among 370,000; activation, % at 10 µM; P20594; AID 1920062; HEK293-GC-B cells, CNP EC30, cGMP TR-FRET; 0% at EC30 CNP, 100% saturating CNP;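 active means activation at 10 µM reaching about 35% in either raw or pattern-adjusted values, limit read from the data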
hgDAF-12 ag = hgDAF-12 agonism, primary luciferase screen | activation, % at 6.8 µM | HEK293 GAL4-hgDAF12 UAS-luciferase reporter, agonist luminescence; normalized to butyrate control | hit rate 1.8% among 370,000 | AID 687014;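 active means activation above a cutoff set at the mean of all screened compounds plus 3 SD, cut at about 10% in these data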;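 further: 0% = DMSO wells and 100% = sodium butyrate wells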
ADAM10 inh = ADAM10 inhibition, QFRET primary screen; O14672; recombinant ADAM10, EDANS/DABCYL FRET peptide cleavage, 3 h; inhibition, % at 7 µM; hit rate 0.62% among 370,000; AID 720582;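 active means inhibition above a per-campaign cutoff equal to the mean of compounds falling between control-based bounds plus 3 SD, cut at about 20% in these data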;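 further: 0% = DMSO wells while the 100% control is not disclosed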
ssDAF12 agonist = S. stercoralis DAF-12 activation, primary screen. HEK293 ssDAF-12/GRIP1 lit1-tk-luc reporter, luminescence; % of 3 µM dafachronic acid response. activation, % at 6.8 µM. hit rate 1% among 370,000. AID 652126;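 active means activation above the mean over all tested compounds plus 3 SD, cut at about 0.9% in these data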;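 further: 0% = DMSO-only wells and 100% = 3 µM delta7-dafachronic acid wells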
* marks the source's active call; other numbers are inactive results; i = inactive; x = not tested or not shown.

compound	NPR1 activator	hcDAF12 agonist	sPLA2-III inh	DAX1 inh-1	GAA850 FXN act	SMARCA2 act	DAX1 inh-2	GC-B act	hgDAF-12 ag	ADAM10 inh	ssDAF12 agonist
CCC(c1nnc(SCC(=O)Nc2ccc(C(=O)N(C)C)cc2)n1Cc1ccccc1)N(C)C (stereo unspecified)	0	-0.6	0	1.3	-0.1	0	-0.2	0	-0.2	-2	-0.9
CC12CCC(C(=O)N3CCCCC3)([C@H](Br)C1=O)C2(C)C (stereo partly specified)	3	0.5	1	-0.4	2.0	1	0.0	2	2.1	3	-1.3
CCOc1ccc(S(=O)(=O)Nc2ccc(C(=O)N(CC)CC(=O)NCc3cccs3)cc2)cc1	0	-0.8	2	2.8	-0.8	-7	0.3	10	-3.6	-11	-0.5
CN(CC(=O)N1CCN(c2ccc(F)cc2)CC1)S(=O)(=O)c1ccc2c(c1)c(=O)n(C)c(=O)n2C	-4	0.3	5	-0.2	-0.6	2	-0.2	0	1.7	4	-0.4
Cc1cccc(NC(=O)[C@H](Cc2c[nH]c3ccccc23)NC(=O)[C@@H]2Cc3ccccc3CN2)c1	-6	1.9	-6	-1.1	-7.2	1	-4.0	-7	-4.8	-15	-1.2
CCCNC(=O)C1(C)CCCN(Cc2c(C)nn(-c3ccccc3)c2C)C1 (stereo unspecified)	-1	0.0	5	x	0.7	0	0.6	-2	0.5	-4	-1.1
Cc1c(C(=O)N(Cc2ccccc2)C2CCS(=O)(=O)C2)oc2ccccc12 (stereo unspecified)	-8	-0.8	-8	-0.8	-1.1	-1	-0.6	-11	-2.1	0	-1.0
COC(=O)c1ccccc1C(=O)c1cccc2ccccc12	-4	-2.2	2	-0.5	-1.1	-4	0.1	-4	-3.6	19	-1.4
COCCNC(=O)C1(C)CCN(C(=O)c2ccc(C(F)(F)F)nc2C)C1 (stereo unspecified)	2	0.1	6	x	0.8	-4	0.3	-2	0.6	8	-1.4
COc1ccc(Cc2nnc(NC(=O)CSc3ccccc3)s2)cc1OC	15	-2.0	3	-0.9	1.8	-4	-1.0	17	0.8	0	-1.3
COCCNC(=O)c1ccc(CS(=O)(=O)c2ccc(C)cc2)o1	5	-1.0	7	0.8	-0.7	1	0.2	4	1.1	-2	-1.4
Cc1cc(-n2nc(C)cc2C)n2ncc(-c3ccccc3)c2n1	1	-1.3	21*	0.7	0.5	5	1.3	3	-0.2	11	-1.2
Cc1ccc(NC(=O)CCS(=O)(=O)c2ccc3nc(C)sc3c2)cc1	0	-0.7	0	0.7	0.4	0	-0.1	7	-0.8	-13	-1.6
COc1cc2c(cc1OC)C(c1cccs1)N(C(=O)C(C)C)CC2 (stereo unspecified)	-4	-1.7	1	1.2	-0.1	-1	-0.7	-1	0.8	4	-2.0
CCOc1cc(-c2c(C#N)c(N)nc3c2CCc2ccccc2-3)ccc1O	19	-2.3	-63	0.6	0.3	-6	-0.7	11	-5.3	-54	-1.1
Cc1c(/C(O)=C2\C(=O)C(=O)N(CCN(C)C)C2c2ccco2)cnn1-c1ccccc1 (stereo unspecified)	-3	-0.9	4	0.2	-8.9	-6	-1.4	3	-6.8	-1	-2.6
COc1ccc(C(N)c2csc(Nc3cc(Oc4ccccc4)ncn3)n2)cc1 (stereo unspecified)	-9	0.0	10	x	-0.2	-2	-2.0	4	6.2	-7	-1.0
N#Cc1c(NC(=O)C2CC(c3ccccc3O)=NO2)sc2c1CCC2 (stereo unspecified)	1	1.0	10	0.6	5.0	-4	0.4	-7	-0.8	10	-0.2
Cc1ccc(-n2nc(C)c3c(C)c(CCC(=O)NC(C)c4ccccc4)c(C)nc32)cc1 (stereo unspecified)	-3	2.3	11	0.9	0.4	-1	-1.0	-2	0.5	-28	-0.5
Cc1ccc(-c2nc3ccccc3[nH]2)cc1N	5	11*	1	2.0	0.8	5	6.5*	3	13*	i	2.5*
Cc1cccc(CSc2nc3c(cc2C#N)CCC3)c1	-2	-0.9	6	1.8	2.3	3	-0.1	1	-1.0	11	-0.4
CCOC(=O)C1CCCN(C(=O)/C=C/c2cccc([N+](=O)[O-])c2)C1 (stereo unspecified)	-2	-1.1	2	1.2	0.9	0	-0.8	1	-0.1	13	-1.1
COc1ccc(CCN(C)C(=O)C2CCN(Cc3cccc(OC)c3OC)CC2)cc1OC	3	0.5	9	0.4	-0.3	-1	-0.1	0	-2.3	-8	-1.3
Cn1ccnc1SCc1ccc(Cl)cc1Cl	-2	1.6	16	1.1	0.5	-1	-0.4	0	-0.5	-14	-1.1
Cc1cc(C(=O)Nn2c(-c3ccc(Br)cc3)nc3ccccc3c2=O)ccc1[N+](=O)[O-]	1	0.4	-27	-1.0	-1.1	0	-0.2	3	-2.2	14	-0.8
CCNC(=S)Nc1cccc(Cl)c1C	4	-1.4	9	-0.9	-0.5	0	-0.1	0	-2.6	-2	-1.4
CCN(CC)CC1C(=O)N(c2ccc(OC)cc2)C1c1ccccc1 (stereo unspecified)	-34	0.4	-4	0.5	-0.1	-1	-0.3	-7	1.8	5	-1.4
O=C(CN1C(=O)c2ccccc2S1(=O)=O)NCc1c(F)cccc1F	-2	0.0	7	4.9*	0.2	2	-0.4	2	0.8	-4	-0.9
Cc1ccc(CNC(=O)c2cnccn2)cc1	1	-2.3	7	-0.1	1.6	-2	-0.1	-4	-0.7	-11	-1.3
COc1ccc2[nH]c(=O)c(CN(Cc3cccs3)C(=S)NCC3CCCO3)cc2c1 (stereo unspecified)	-4	0.3	-3	0.2	-3.0	-1	0.0	-1	-3.1	-35	-1.0
Cc1ccnc(NC(=O)CCCc2ccccc2)c1	1	0.8	-1	-0.2	4.3	1	1.8	-8	7.5	-2	-0.4
O=C1c2cccc(-c3ccc(C(F)(F)F)cc3)c2C2CC=CCN12 (stereo unspecified)	2	-0.2	0	x	x	-4	-1.1	1	-1.5	-2	-1.5
Cc1ccc(C(=O)NCCCNC(=O)Cc2ccc(Cl)cc2)cn1	2	-1.2	12	-1.2	2.1	-4	-2.4	0	-3.5	-3	-1.0
CCOc1ccccc1NC(=O)CN1C(=O)COc2ccc(C)cc21	-3	-0.4	1	-3.6	0.4	-1	-0.5	-5	-1.1	16	-1.1
COC(=O)c1ccccc1NC(=O)NCCc1ccc(OC)c(OC)c1	4	-3.0	0	-0.1	1.3	2	-0.8	10	-0.9	1	-2.0
CCC(=O)Nc1c(C)nn(-c2ccc(C)c(C)c2)c1C	0	3.8	2	-0.8	-1.3	-1	0.8	6	4.5	-5	-0.5
CCCC(c1nnnn1Cc1ccccc1)N1CCC(C(N)=O)CC1 (stereo unspecified)	-4	-0.2	3	0.7	-1.2	1	-0.3	1	-0.8	-2	-1.1
CCC(C)NC(=O)C1CCCCN1S(=O)(=O)c1ccc(F)cc1 (stereo unspecified)	0	-0.6	6	-0.7	-2.8	0	0.8	2	0.1	6	-1.4
Clc1cccc(CN2C3=NCCCN3c3ccccc32)c1	-52	0.1	4	-1.1	-1.6	-2	0.3	-9	3.4	0	-1.4
CCOC(=O)c1cc2ccccc2nc1C	1	-1.4	6	0.6	2.7	-1	-0.2	12	-1.6	0	-1.3
O=C(OCC(=O)c1ccc[nH]1)C1=COCCO1	-1	-0.2	10	0.3	0.2	0	-0.8	6	3.6	-5	-0.2
CN1/C(=C\C=C(/C#N)C(=O)Nc2ccc(Cl)cc2)C(C)(C)c2ccccc21	-2	-0.5	0	-0.3	1.5	5	-0.3	2	0.4	-5	-1.6
COc1cccc(N2CCN(C(=O)c3cccc(N4C(=O)NC5CC4(C)Oc4c(OC)cccc45)c3)CC2)c1 (stereo unspecified)	3	-4.2	-5	0.2	-1.2	-2	-0.1	1	-1.4	-1	-1.6
Cc1ccc(-c2cc(C(=O)NCc3ccco3)no2)cc1	10	2.1	-4	0.6	1.5	1	0.7	2	2.3	-1	-1.2
Cc1ccc2nc(CN(C)C(=O)[C@H]3O[C@@H](n4ccc(=O)[nH]c4=O)[C@H](O)[C@@H]3O)[nH]c2c1	1	0.8	9	x	x	-6	-1.0	3	-2.3	-1	-1.0
COc1cc(C(c2nnnn2C(C)(C)C)N2CCN(c3nc4ccccc4s3)CC2)ccc1O (stereo unspecified)	-3	-0.2	-17	-0.1	1.3	0	0.3	0	0.6	7	-0.9
CCOC(=O)c1ccccc1NC(=S)N1CCCCC1	-3	0.3	5	-2.1	1.4	-2	-0.3	4	-2.0	-5	-1.6
CC(C)[C@H](NC(=O)c1ccccc1)C(=O)OCC(=O)N1CC(=O)Nc2ccccc21	-1	-0.5	0	-0.3	0.7	-3	0.5	3	2.7	4	-1.4
CCN(CC)C(=O)C12CC3CC(CC(Br)(C3)C1)C2	3	-0.5	-1	1.6	-0.4	-2	0.0	5	-0.7	-2	-1.5
COc1cc(NC(=O)CCNS(=O)(=O)c2cc(Br)cnc2N)cc(OC)c1	2	-0.7	-20	0.1	0.1	-1	-0.2	-5	2.3	-1	-1.4
CC1(C)CC(NC(=S)NCc2ccco2)CC(C)(C)N1	-3	0.0	-2	-1.2	2.3	-2	0.1	1	3.4	-2	-0.8
CC(C)(C)C(=O)NC(=S)Nc1cc(C(=O)O)ccc1Cl	-5	-0.3	3	1.2	-0.7	3	0.2	-11	1.5	5	-0.9
CSc1c(CC(=O)Nc2ccccc2)n(C)c2ccccc12	3	1.7	8	0.2	-2.3	-2	-1.0	8	-5.4	13	-0.1
CN1CCN(/N=C/c2ccc(Cl)c(Cl)c2)CC1	4	4.8	5	0.2	6.8	2	1.7	-8	2.2	-6	-0.6
COc1cccc2sc(Nc3nnc(-c4cccs4)o3)nc12	-1	3.8	-4	-0.9	7.7*	15*	0.2	5	5.6	-106	0.1
CC(C)=CCC/C(C)=C/CN(CC(C)O)CC(C)O (stereo unspecified)	6	1.0	9	-0.7	1.9	3	-0.5	3	1.1	10	-1.1
Cc1cc(C)n(-c2nncn2/N=C/c2ccccc2F)n1	-5	-1.2	3	1.4	0.3	-3	-1.0	-3	4.3	-10	-1.5
O=C(CN1CCN(S(=O)(=O)c2ccc(F)cc2)CC1)NCc1cccs1	-1	-2.0	-3	1.1	-0.9	0	-0.3	6	-0.7	-5	-0.7
Cc1ccc2c(c1)cc(C)c1nnc(SCC(=O)NCc3ccco3)n12	-10	-2.3	-11	-1.3	-0.8	-4	-0.4	-5	0.9	-4	-0.6
